# Source: PubChem (NMMLSC)
# Bcl-B Bim block: disrupts Bim peptide binding to human Bcl-B | Q9HD36 | bead-based flow cytometry | inhibition, % at 10 µM | 190,000 tested, 0.073% active;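 note: 0% = tracer peptide without compound and 100% = reference inhibitor peptide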
# Target sequence (Q9HD36 whole entry, looked up): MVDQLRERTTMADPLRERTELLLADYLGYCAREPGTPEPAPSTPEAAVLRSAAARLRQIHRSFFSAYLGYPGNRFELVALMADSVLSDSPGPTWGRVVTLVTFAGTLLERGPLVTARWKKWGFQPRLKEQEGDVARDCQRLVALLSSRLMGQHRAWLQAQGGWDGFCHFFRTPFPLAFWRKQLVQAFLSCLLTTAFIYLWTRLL
# Bfl-1 Bim block: inhibitors of Bim-Bfl-1 interaction, human | AID 1008 | Bead-based flow cytometry, Bim-Bfl-1 binding inhibition | inhibition, % at 10 µM | 190,000 tested, 0.12% active | Q16548;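 note: 0% = wells without compound plus tracer and 100% = blocker peptide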
# Bim-Bcl-XL: disrupts Bim peptide binding to human Bcl-XL. Q07817. bead flow cytometry, fluorescence. inhibition, % at 10 µM. 190,000 tested, 0.04% active
# Bim-Mcl-1: human Bim-Mcl-1 interaction inhibition; Bead-based flow cytometry, Bim peptide-Mcl-1 binding; inhibition, % at 10 µM; 190,000 tested, 0.1% active; AID 1009;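 note: 0% = no compound tracer wells and 100% = peptide blocker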
# Target sequence (Q07820 whole entry, looked up): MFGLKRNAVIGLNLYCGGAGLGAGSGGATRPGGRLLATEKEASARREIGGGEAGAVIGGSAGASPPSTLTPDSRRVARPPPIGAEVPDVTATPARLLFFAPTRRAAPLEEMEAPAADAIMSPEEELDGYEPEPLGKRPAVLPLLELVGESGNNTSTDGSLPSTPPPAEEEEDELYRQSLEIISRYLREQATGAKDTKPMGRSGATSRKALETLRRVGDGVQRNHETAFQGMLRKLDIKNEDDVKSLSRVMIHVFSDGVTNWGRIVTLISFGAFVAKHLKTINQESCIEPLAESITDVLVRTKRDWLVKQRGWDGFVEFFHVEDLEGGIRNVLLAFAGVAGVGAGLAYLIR
# Bcl-W Bim block: human Bim-Bcl-W interaction inhibition | Q92843 | bead-based flow cytometry, Bim peptide-Bcl-W binding | inhibition, % at 10 µM | 190,000 tested, 0.02% active | AID 952;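 note: 0% = bound tracer without compound and 100% = peptide blocker; higher means less fluorescent Bim peptide bound to Bcl-W beads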
# Target sequence (Q92843 whole entry, looked up): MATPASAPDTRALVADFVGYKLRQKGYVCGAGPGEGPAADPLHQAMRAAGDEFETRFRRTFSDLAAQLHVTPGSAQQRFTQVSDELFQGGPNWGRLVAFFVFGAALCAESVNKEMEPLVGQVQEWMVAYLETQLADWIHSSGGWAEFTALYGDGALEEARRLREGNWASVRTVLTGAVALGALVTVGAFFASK
# ABCG2 block: inhibitors of human ABCG2 transporter, ABCB1 counter-screen | 190,000 tested, 0.1% active | inhibition, % at 6.6 µM | IgMXP3 cells, JC-1 efflux, flow cytometry;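 active = inhibition above 80%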;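 note: 0% = DMSO and 100% = nicardipine control wells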
#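 Assay system – ABCG2 IgMXP3 and barcoded ABCB1 CCRF-Adr cell mix · Input – 3 million cells/mL in well · Reagent – JC-1 fluorescent substrate · Compound – single test compound dose, 6.6 µM final · Timing – 10 min exposure at 25 °C with rotation, no wash · Detection – flow cytometry of retained JC-1 fluorescence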
# RGS8-Gao: modulates binding of RGS8 to human Galphao; multiplexed bead flow cytometry; actives lie on both sides; response (percent of control binding), % at 10 µM; 220,000 tested, 0.34% active; P09471; in the data active = response below about 60% or above about 140%; inactive = in between;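 note: Galphao activated as the GDP aluminium fluoride complex binding bead-coupled RGS8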
# RGS4-Gao reg: modulates binding of RGS4 to human Galphao; P09471; Multiplexed bead flow cytometry; actives lie on both sides; binding response (% of control), % at 10 µM; 220,000 tested, 0.33% active; AID 1415; in the data active = binding response below about 49% or above about 150%; inactive = in between;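 note: fluorescent Galphao activated with aluminum fluoride binding bead-coupled RGS4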
# ABCB1 block: human ABCB1 inhibition, ABCG2 as counter-screen. inhibition, % at 6.6 µM. P08183. 190,000 tested, 0.067% active. AID 1326. CCRF-Adr cells, JC-1 efflux, flow cytometry; in the data active = inhibition above about 40%;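 note: 0% = vehicle and 100% = reference inhibitor; higher value means more JC-1 retained so stronger ABCB1 efflux block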
# RGS7-Gao: modulates binding of RGS7 to human Galphao. AID 1439. Multiplexed bead flow cytometry; actives lie on both sides. binding response (% of control), % at 10 µM. P09471. 220,000 tested, 0.35% active; in the data active = binding response below about 49% or above about 150%; inconclusive = no clear call, values can overlap the other calls; inactive = in between;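 note: fluorescent Galphao held in activated GDP-AlF4 state binding bead-coupled RGS7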
# Bim-Bcl-2: disrupts Bim peptide binding to human Bcl-2 | P10415 | Bead-based flow cytometry, Bim peptide-Bcl-2 binding | inhibition, % at 10 µM | 190,000 tested, 0.06% active | AID 950; in the data active = inhibition above about 40%; inconclusive = no clear call, values can overlap the other calls;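 note: 0% = no compound wells with probe peptide and 100% = reference peptide inhibitor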
# Target sequence (P10415 whole entry, looked up): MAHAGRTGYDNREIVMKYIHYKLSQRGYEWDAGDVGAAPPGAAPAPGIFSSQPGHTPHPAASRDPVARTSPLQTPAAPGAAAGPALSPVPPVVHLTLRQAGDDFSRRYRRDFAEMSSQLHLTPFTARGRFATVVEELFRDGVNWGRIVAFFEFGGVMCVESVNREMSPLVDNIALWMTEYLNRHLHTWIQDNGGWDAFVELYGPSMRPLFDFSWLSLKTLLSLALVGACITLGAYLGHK
# The depositor's hits bear a star; ? = inconclusive; / = no result given. Cut-off read from the data, not from the text of the source, unless noted: active = inhibition above about 40%.
SMILES,Bcl-B Bim block,Bfl-1 Bim block,Bim-Bcl-XL,Bim-Mcl-1,Bcl-W Bim block,ABCG2 block,RGS8-Gao,RGS4-Gao reg,ABCB1 block,RGS7-Gao,Bim-Bcl-2
CCc1ccc(CNC(=O)C2CCC(=O)N2C2CCCCC2)cc1 (stereo unspecified),0,-8,4,1,9,1,99,97,0.5,101,-1
CCOC(=O)Cn1cc(/C=N/N2C(=O)C3C4C=CC(C4)C3C2=O)c2ccccc21 (stereo unspecified),1,4,0,-2,-2,11,100,98,0.1,?,0
O=C(O)/C=C/C(=O)Nc1ccc(C(=O)c2ccccc2)cc1,-7,-9,-5,-2,-2,0,104,98,-0.1,95,-4
O=C(CSc1nc(-c2ccccc2)cs1)NCCN1C(=O)CSC1=O,0,-4,1,2,1,4,100,102,0.3,?,0
CCOC(=O)c1[nH]cnc1C(=O)Nc1cccc(Cl)c1,-4,-6,-2,0,-1,0,101,100,-0.3,?,-2
CNC(=O)COC(=O)/C=C/c1ccco1,-4,0,2,0,1,3,102,101,0.3,98,0
COCCCNc1nc2c(c(=O)n(C)c(=O)n2C)n1Cc1cccc(OC)c1,-12,-16,-12,-7,-10,71,100,97,1.8,95,-16
O=C(O/N=C1\CCS(=O)(=O)c2sccc21)c1ccc(F)cc1,-5,-7,-3,0,-1,-1,102,98,-0.2,100,-3
Cc1cc(C(=O)Nc2ccccn2)cs1,-15,-21,-10,-9,-7,37,98,97,1.1,96,-15
Cc1cccc(NC(=O)CCc2ccc(C)o2)c1,-9,-8,-4,-1,-2,15,99,98,0.6,100,-6
O=C(NC(=S)Nc1ccc(N2CCOCC2)cc1)c1ccc2c(c1)OCCO2,-7,0,-4,-3,-2,-2,99,97,0.3,98,-1
Cc1onc(-c2ccccc2)c1C(=O)Nc1ccncc1,0,0,-3,-3,-2,2,101,100,0.2,109,-2
COC(=O)c1ccccc1NC(=O)c1cc(-c2cccs2)on1,-7,-14,-2,2,0,7,98,96,1.0,98,-7
Cc1cc(CNC(=O)CC2C(=O)NCCN2CC(C)(C)C)nn1C (stereo unspecified),-1,-6,0,4,4,0,96,96,-0.5,87,0
O=C(c1ccc(Cl)cc1)C1CCCN(C(=O)c2csnn2)C1 (stereo unspecified),-1,-4,-2,-4,-2,1,104,102,0.4,98,-4
COc1cc(C(=O)Nc2cccc3cccnc23)cc(OC)c1OC,1,0,-2,0,-1,9,99,95,1.4,95,-3
CCN(CC)c1ccc2c(Cl)cc(=O)oc2c1,-8,-14,-4,-3,-2,26,101,99,1.5,100,-7
CCN1C(=O)C(O)(CC(=O)C(C)(C)C)c2cc(Br)ccc21 (stereo unspecified),-4,-2,0,0,0,7,99,98,1.6,103,1
CC1CCCC(NC(=O)C2CCN(S(=O)(=O)N3CCCCCC3)CC2)C1C (stereo unspecified),-6,-3,-4,-4,-5,1,100,100,1.1,99,-3
COc1ccc(NC(=O)CN(C)CC(=O)Nc2ccc(N3CCOCC3)cc2)c([N+](=O)[O-])c1,0,-5,-4,0,1,16,99,99,1.5,99,0
COc1ccc(C2CC(c3cccs3)=NN2c2ccc(F)cc2)cc1OC (stereo unspecified),-4,-3,2,2,8,0,101,101,0.2,?,-3
C/C=C/C(=O)OCC(=O)Nc1ccccc1Br,-4,-7,-1,1,-1,1,98,100,0.2,96,-2
COc1ccc(-c2cn3cc([N+](=O)[O-])ccc3n2)cc1OC,3,-5,3,3,1,6,98,100,0.3,102,1
CCOc1ccc2[nH]c(=O)c(CN(CCc3ccccc3)C(=O)c3cnccn3)cc2c1,-1,-1,-1,2,-3,3,100,99,1.3,101,0
Fc1ccc(-c2nnc3ccccn23)cc1,-2,-2,0,1,-2,-6,104,104,-2.1,97,1
COc1ccc(N(C)C(=S)Oc2ccc(C(=O)Nc3ccccc3)cc2)cc1,-9,-8,-7,-1,0,4,104,102,0.7,104,-7
O=C(NNC1OC(CO)C(O)C(O)C1O)c1cccnc1 (stereo unspecified),-4,-8,-4,-1,-2,0,103,105,0.0,101,-6
Cc1cccc(/C=C2\Oc3cc(OS(C)(=O)=O)ccc3C2=O)c1,-9,-16,-5,-4,-5,1,102,101,-0.2,100,-10
N#CCSc1nc2ccccc2c(=O)n1C1CCCCC1,-8,-4,-2,1,2,10,99,99,0.5,103,3
CCn1cc(C(=O)NCc2ccc3c(c2)OCO3)c2cc(OC)c(OC)cc2c1=O,-6,-24,-5,-5,-8,1,110,105,0.2,101,-1
COc1ccc(C(=O)/C=C/c2ccc(C)cc2)c(OC(=O)c2ccc([N+](=O)[O-])cc2)c1,-5,-5,0,2,2,11,100,100,-0.1,101,1
Cc1cccc(N2CCN(C(c3ccncc3)c3nnnn3C(C)(C)C)CC2)c1C (stereo unspecified),-3,-4,-2,0,-1,3,98,99,2.7,?,-1
COc1ccc(CNC(=O)C(C)NS(=O)(=O)c2ccc(C)cc2)cc1 (stereo unspecified),-3,3,-5,-5,-6,-1,100,93,-0.3,97,-1
COc1ccc(CCNC(=O)COc2ccc(C)nc2[N+](=O)[O-])cc1,-4,-5,0,0,-3,4,102,100,0.2,?,-2
CCN(C(=O)c1cccnc1)c1ccccc1,-6,-9,-6,0,0,-1,101,103,0.0,100,-7
COc1ccc(OC)c(CNn2c(-c3cccc(C)c3)nc3ccccc3c2=O)c1,-8,-15,-1,1,2,9,98,100,1.3,96,-4
Cc1sc2nc3c(C(=O)N4CCCC4)cc(C(=O)c4ccccc4O)cn3c(=O)c2c1C,-15,0,-4,-2,-7,4,100,101,4.6,?,0
COc1ccc(OC)c(/C=C/C(=O)N2CCCc3ccccc32)c1,0,-1,-5,-3,-2,10,100,100,0.9,95,-5
N[C@@H](CO)c1nnc([C@H](CC(=O)O)NC(=O)C2CCNCC2)o1,-2,-5,2,1,-2,0,98,101,0.2,98,0
COc1ccc(CNC(=O)c2ccc(SC)cc2OC)cc1,-9,-8,-7,-1,-5,49,100,98,1.0,102,-5

# Limited to ABCB1 block, Bim-Bcl-XL and Bim-Bcl-2 (3 entries from above):
SMILES,ABCB1 block,Bim-Bcl-XL,Bim-Bcl-2
COc1ccc(OC)c(/C=C/C(=O)N2CCCc3ccccc32)c1,0.9,-5,-5
CCN(C(=O)c1cccnc1)c1ccccc1,0.0,-6,-7
COc1ccc(CNC(=O)c2ccc(SC)cc2OC)cc1,1.0,-7,-5

# (more compounds)
SMILES,Bcl-B Bim block,Bfl-1 Bim block,Bim-Bcl-XL,Bim-Mcl-1,Bcl-W Bim block,ABCG2 block,RGS8-Gao,RGS4-Gao reg,ABCB1 block,RGS7-Gao,Bim-Bcl-2
Cc1cccc(NC(=S)Nc2ccc(N3CCOCC3)cc2)c1C,9,3,1,6,1,2,96,99,0.1,94,0
COc1ccc(CSc2nnc(C)n2N)cc1Br,-1,1,-2,-2,-2,0,104,103,0.0,104,4
O=C(COC(=O)c1ccccc1NC(=O)c1ccccc1)c1ccc([N+](=O)[O-])cc1,-12,-13,-20,-4,-4,4,87,89,1.0,99,-15
Nc1c(NCCc2ccccc2)c2ccccc2oc1=O,-1,-5,1,-2,-2,6,104,103,1.1,105,-3
O=C(CCNS(=O)(=O)c1cccs1)NCc1ccco1,3,0,1,0,-2,-1,104,101,-0.3,98,-2
COc1ccc2c(c1OC)C(=O)N(c1nccs1)C2,1,0,0,0,0,6,101,98,0.6,98,0
O=[N+]([O-])c1cccc(C2=NC(c3ccccc3)CO2)c1 (stereo unspecified),0,1,-1,0,1,0,97,100,-0.5,101,1
Nc1ccn([C@@H]2CS[C@H](CO)O2)c(=O)n1,0,0,-2,0,-5,0,101,98,/,97,0
COc1ccccc1C(=O)N1CCN(Cc2ccc3c(c2)OCO3)CC1,-1,-12,0,2,1,19,101,102,1.0,102,-3
Cc1ccc(NC(=O)c2ccc3ccccc3n2)cc1S(=O)(=O)N(C)C,-2,-5,-7,-5,-6,5,113,119,0.0,114,-2
C/C(CCc1ccc2c(c1)OCO2)=N\NC(=S)NC(C)C,0,2,0,0,0,17,90,95,0.2,94,-2
O=C(Oc1ccc2c3c(c(=O)oc2c1)CCCC3)c1ccco1,-1,0,0,-2,0,6,91,87,0.6,86,1
Cc1cccc(OCCC(=O)Nc2ccc(S(=O)(=O)N3CCCC3)cc2)c1,-8,-13,-4,-4,4,1,96,97,0.1,97,-7
Cc1nc2cc(C(F)(F)F)ccc2n1C1CCN(CC(=O)NC(C)(C)C)CC1,-3,-10,-3,-1,0,4,103,103,0.9,102,-9
O=C(NC(=S)NCc1ccccc1)c1ccccc1F,-1,0,-1,-2,2,0,95,97,-0.1,97,0
Cc1cc(N2CCCCC2)n2nc(C)c(-c3ccccc3)c2n1,-2,0,-1,-4,-4,12,101,99,0.6,98,-1

# Whole records as entered above:
# `O=C(NC(=S)NCc1ccccc1)c1ccccc1F` across the screens: Bcl-B Bim block = -1; Bfl-1 Bim block = 0; Bim-Bcl-XL = -1; Bim-Mcl-1 = -2; Bcl-W Bim block = 2; ABCG2 block = 0; RGS8-Gao = 95; RGS4-Gao reg = 97; ABCB1 block = -0.1; RGS7-Gao = 97; Bim-Bcl-2 = 0
# `COc1ccc2c(c1OC)C(=O)N(c1nccs1)C2` across the screens: Bcl-B Bim block = 1; Bfl-1 Bim block = 0; Bim-Bcl-XL = 0; Bim-Mcl-1 = 0; Bcl-W Bim block = 0; ABCG2 block = 6; RGS8-Gao = 101; RGS4-Gao reg = 98; ABCB1 block = 0.6; RGS7-Gao = 98; Bim-Bcl-2 = 0
# `O=C(COC(=O)c1ccccc1NC(=O)c1ccccc1)c1ccc([N+](=O)[O-])cc1` across the screens: Bcl-B Bim block = -12; Bfl-1 Bim block = -13; Bim-Bcl-XL = -20; Bim-Mcl-1 = -4; Bcl-W Bim block = -4; ABCG2 block = 4; RGS8-Gao = 87; RGS4-Gao reg = 89; ABCB1 block = 1.0; RGS7-Gao = 99; Bim-Bcl-2 = -15

# In the list so far, 4 have an aryl thioether with sulfur outside any ring:
SMILES,Bcl-B Bim block,Bfl-1 Bim block,Bim-Bcl-XL,Bim-Mcl-1,Bcl-W Bim block,ABCG2 block,RGS8-Gao,RGS4-Gao reg,ABCB1 block,RGS7-Gao,Bim-Bcl-2
O=C(CSc1nc(-c2ccccc2)cs1)NCCN1C(=O)CSC1=O,0,-4,1,2,1,4,100,102,0.3,?,0
N#CCSc1nc2ccccc2c(=O)n1C1CCCCC1,-8,-4,-2,1,2,10,99,99,0.5,103,3
COc1ccc(CNC(=O)c2ccc(SC)cc2OC)cc1,-9,-8,-7,-1,-5,49,100,98,1.0,102,-5
COc1ccc(CSc2nnc(C)n2N)cc1Br,-1,1,-2,-2,-2,0,104,103,0.0,104,4

# Rows were taken by chance (roughly 0.94% active in at least one column).
